High-throughput results deposited in PubChem by National Center for Advancing Translational Sciences (NCATS).
GLP1R cytotox = cytotoxicity in counter-screen for GLP-1R inverse agonists. Potency, µM (doses to about 38.3 µM), inactives show at the highest dose activity change, negative = inhibition, hits mostly inhibitors. 410,000 tested, 0.13% active. HEK293 cAMP-luciferase reporter cells, luminescence, 24 h. AID 624418;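 note: loss of luciferase light is scored as toxicity; % is set by controls: 0 for no effect and ±100 for the full control effect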
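To flag toxic compounds, the library was rerun on cells for 24 hr at 37 deg C and 5% CO2. Viability-linked luminescence was captured 12 min after adding luciferase detection reagent.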
TDP43 rescue = inhibitors of TDP-43 toxicity in yeast; Potency, µM (top dose mostly 46.1 µM), without a hit: at the top dose growth rescue (activation), hits mostly activators; AID 652104; 410,000 tested, 1.8% active; TDP-43 expressing yeast growth rescue, BacTiter-Glo, 24 h; note: % of control where 0% means no effect; nearly all actives have a fitted effect of over 50% in size
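In this qHTS, compounds that restore growth of yeast expressing TDP-43 appear as activators. Cells (OD600=0.02, galactose medium, raffinose-pregrown) are incubated with compound 24 hr at 30 deg C and growth is quantified by BacTiter-Glo.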
GLP-1R agonist = agonists of human GLP-1 receptor; P43220; 380,000 tested, 0.007% active; HEK293 GLP-1R CRE-luciferase, luminescence, 4-6 h; cells express a hypersensitive GLP-1R form; Potency, µM (doses to about 45.6 µM), for inactives: at the highest dose activation, actives largely listed as activators; AID 624172; note: % of control where 0% means no effect
Target sequence (P43220 whole entry, looked up): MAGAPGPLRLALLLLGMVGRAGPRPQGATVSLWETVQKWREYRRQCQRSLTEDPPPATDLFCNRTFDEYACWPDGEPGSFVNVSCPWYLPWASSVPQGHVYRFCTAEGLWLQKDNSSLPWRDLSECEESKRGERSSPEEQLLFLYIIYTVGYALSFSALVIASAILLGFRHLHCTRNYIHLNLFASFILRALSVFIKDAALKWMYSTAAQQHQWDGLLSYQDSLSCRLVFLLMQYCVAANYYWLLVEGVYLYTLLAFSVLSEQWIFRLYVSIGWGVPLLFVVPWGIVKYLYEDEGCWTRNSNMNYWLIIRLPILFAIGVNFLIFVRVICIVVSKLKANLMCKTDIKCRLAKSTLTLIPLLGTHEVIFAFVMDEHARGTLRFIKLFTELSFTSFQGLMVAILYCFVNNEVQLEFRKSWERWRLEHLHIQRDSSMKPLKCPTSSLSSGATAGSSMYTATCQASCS
HT1080-NT tox = kills 2HG-producing HT-1080-NT fibrosarcoma cells; Potency, µM (top dose mostly 46.1 µM), for inactives: at the highest dose activity, negative = less viability, usual class: cytotoxic; 360,000 tested, 1.6% active; HT-1080-NT fibrosarcoma viability, CellTiter-Glo ATP luminescence, 48 h; AID 686970;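 note: NT is the 2HG producing partner of a matched IDH1 knockdown line; 0% = DMSO-treated cells and -100% = media-only wells without cells; nearly all actives have a fitted effect of over 55% in size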
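Fibrosarcoma NT cells, 750 per well in 5% FBS RPMI, were exposed to compound for 48 hours. Viability: CellTiter-Glo luminescence.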
HT1080 IDH1KD tx = toxicity to HT-1080 IDH1 knockdown cells (counter line). 360,000 tested, 2% active. AID 686971. HT-1080 IDH1 knockdown viability, ATP luminescence, 48 h. Potency, µM (top dose mostly 46.1 µM), without a hit: at the top dose activity, negative = toxicity, most hits filed as cytotoxic;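 note: 0% = DMSO wells and -100% = cell-free medium wells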
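Luminescent ATP read-out (CellTiter-Glo, 10 min at room temperature) after 48 h compound exposure at 37 °C gave viability of IDH1-knockdown HT-1080 cells. Activity was normalised to DMSO and cell-free wells, then fitted as concentration-response curves.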
GLP1R inv ag = acts as inverse agonist at human GLP-1 receptor; HEK293 GLP-1R CRE-luciferase, luminescence, 24 h; GLP-1R form is constitutively active; Potency, µM (highest dose often 38.3 µM), for the others: at the highest dose activity change, negative = inhibition, usual class: inhibitors; 410,000 tested, 1.6% active; AID 624417; note: % is set by controls: 0 for no effect and ±100 for the full control effect; nearly all actives have a fitted effect of over 55% in size
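Inverse agonists were sought by their lowering of basal cAMP reporter luciferase output in HEK293 cells stably carrying constitutively active human GLP-1R, after 24 h compound treatment.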
KB-V1 MDR tox = kills drug-selected multidrug resistant KB-V1 cells. 400,000 tested, 3.4% active. Potency, µM (doses to about 46.1 µM), without a hit: at the highest dose activity change, negative = cytotoxicity, most hits filed as cytotoxic. AID 1347076. KB-V1 MDR cells viability, CellTiter-Glo, 72 h; note: % is set by controls: 0 for no effect and ±100 for the full control effect; nearly all actives have a fitted effect of over 60% in size
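Cells of the MDR subline KB-V1 are plated, dosed with compound at multiple concentrations, and incubated 72 h at 37 degrees C; CellTiter-Glo is then added and luminescence read after 10 min.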
KB-3-1 tox = KB-3-1 parental cell cytotoxicity | Potency, µM (highest dose often 46.1 µM), without a hit: top-dose activity change, negative = cytotoxic, actives largely listed as cytotoxic | 400,000 tested, 1.4% active | KB-3-1 viability, CellTiter-Glo ATP luminescence, 72 h; note: % is set by controls: 0 for no effect and ±100 for the full control effect; nearly all actives have a fitted effect of over 60% in size
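KB-3-1 parental drug-naive adenocarcinoma cells in DMEM/10% FBS, incubated 72 h at 37 C with pin-transferred compounds across a concentration series. Viability by CellTiter-Glo luminescence; concentration-response curves fitted after normalization.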
SW480 rerep = DNA re-replication induction in SW480 cells; AID 624297; SW480 DNA re-replication, Hoechst DNA content imaging, 48 h; 340,000 tested, 1.8% active; Potency, µM (highest dose often 46.1 µM), for inactives: top-dose re-replication activation, actives largely listed as activators; note: % of control where 0% means no effect; nearly all actives have a fitted effect of over 55% in size
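Compounds, transferred as 23 nL by pin tool, were incubated with cells for 48 hr; DNA content per nucleus was then quantified by Hoechst staining and fluorescence plate imaging.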
Active calls of the source: *; ? = inconclusive; / = no result given; & = joins results of further samples; [ ] = another dose, or the depositor's remark. Calls come from the whole dose curve; as a rule, active = well fitted curve in the direction sought with a large enough effect; inconclusive = small, poorly fitted or top-dose-only effect, or another doubt; inactive = no such curve, though single readings can be large; an effect the other way counts as inactive or inconclusive. Potency is the fitted concentration of half-maximal effect.

#	Molecule	GLP1R cytotox	TDP43 rescue	GLP-1R agonist	HT1080-NT tox	HT1080 IDH1KD tx
1	CCN(CC(=O)N1CCOCC1)S(=O)(=O)c1ccc(F)cc1	?	1%	-1%	6%	8%
2	Cc1cccc(C)c1NC(=O)C1c2ccccc2OCC(=O)N1CC(F)(F)F (centres undefined)	-17%	?	-1%	17%	11%
3	CC(=O)c1c(C)[nH]c(C(=O)CSc2nnc(-c3ccc(Cl)cc3)n2CC2CCCO2)c1C (centres undefined)	-2%	20%	-11%	-9%	-5%
4	CSc1ccccc1NC(=O)C1CC(c2c(F)cccc2Cl)=NO1 (centres undefined)	-5%	?	10%	-9%	-5%
5	CN(C)S(=O)(=O)c1cccc(C(=O)C2=C3SC=C(c4ccccc4)N3CC2)c1	-18%	4%	-3%	-14%	-18%
6	CC(NC(=O)c1ccc(C#N)cc1)C1CC2CCC1C2 (centres undefined)	-8%	?	7%	-7%	-8%
7	c1ccc(C2CC(c3cccs3)Nc3nnnn32)cc1 (centres undefined)	-28%	9%	7%	-3%	3%
8	CCn1c(=O)[nH]c(=O)c2c(N)c(C(=O)c3ccccc3OC)sc21	19%	17%	?	2%	10%
9	CCOC(=O)CNc1nc(Oc2ccc(=O)n(C)n2)nc(N(CC)CC)n1	4%&-6%	15%&14%	11%&-3%	1%	0%
10	CCOCCCNC(=O)C1CC(=O)N(CCc2ccc(C)cc2)C1 (centres undefined)	6%	-17%	4%	-1%	0%
11	CCc1ccc(CNCc2cccs2)cc1	12%	-11%	12%	-3%	3%
12	C=CCn1c(=O)c2ccccc2n2c(SCC(=O)c3ccccc3)nnc12	5%	-13%	1%	-3%	0%

#	GLP1R inv ag	KB-V1 MDR tox	KB-3-1 tox	SW480 rerep
1	-15%	11%	7%	9%
2	21%	-20%	20%	/
3	4%	-11%	0%	0%
4	?	1%	-9%	?
5	2%	?	-1%	-1%
6	-48%	2%	-2%	-21%
7	-11%	-19%	6%	1%
8	177%[activator]	23µM*	25%	-32%[inhibitor]
9	4%&-6%	?	-12%&4%	-6%
10	-8%	22%	14%	-5%
11	?	-15%	4%	-1%
12	20%	-3%	-12%	-6%

The closing two entries of the part before lead into the next:
#	Molecule	GLP1R cytotox	TDP43 rescue	GLP-1R agonist	HT1080-NT tox	HT1080 IDH1KD tx
11	CCc1ccc(CNCc2cccs2)cc1	12%	-11%	12%	-3%	3%
12	C=CCn1c(=O)c2ccccc2n2c(SCC(=O)c3ccccc3)nnc12	5%	-13%	1%	-3%	0%
13	COc1cc(CC(=O)NNC(=O)c2cccs2)cc(OC)c1OC	2%	-8%	-2%	26%	8%
14	O=C(CNC(=O)c1ccccc1)OCc1cccc([N+](=O)[O-])c1	-18%	8%	9%	17%	19%
15	O=C(Nc1cccc(Cl)c1)c1cc(-c2ccc3c(c2)OCO3)on1	0%	14%	/	/	/
16	Cc1c(N=C/C=C/c2ccccc2)cnn1C	-5%	19%	-10%	3%	1%
17	COCCC(=O)Nc1ccc2c(c1)CN(C(=O)c1ccc(CSC)o1)CC2	1%	-17%	-4%	-3%	1%
18	O=C(CNC(=O)c1ccc(S(=O)(=O)N2CCCC2)cc1)N/N=C/c1ccccc1Cl	3%[1.53 µM]	2%	-11%	-7%	-8%
19	CCCCC[C@H](C)N1C[C@H](COCc2ccccc2)Oc2cc(N3CCC[C@H]3CO)ccc2S1(=O)=O	-4%	12%	1%	?	?
20	CCOc1ccccc1C1CC(=O)Nc2cc3c(cc21)OCO3 (centres undefined)	3%	-6%	-7%	17%	9%
21	O=C(CC1C[C@H](C(=O)N2CCOCC2)[C@@]2(CCC3CCCC3)c3[nH]c4ccccc4c3CCN2C1=O)NCc1cccc(C(F)(F)F)c1 (some centres undefined)	1%	13%	-2%	16%	10%
22	OCC[C@@H]1C[C@H](O)[C@@H](O)[C@@]2(CCc3ccccc3O2)O1	-12%	-1%	-5%	0%	1%
23	COC(=O)C(C)Sc1nc2c(c(-c3ccc(OC)cc3)c1C#N)-c1ccccc1C2=O (centres undefined)	1%	6%	-2%	3%	2%
24	CN1C(=O)Cc2cc(S(=O)(=O)CCC(=O)Nc3ccc(Cl)c(C(F)(F)F)c3)ccc21	8%	15%	/	/	/

#	GLP1R inv ag	KB-V1 MDR tox	KB-3-1 tox	SW480 rerep
11	?	-15%	4%	-1%
12	20%	-3%	-12%	-6%
13	3%	?	22%	-8%
14	14%	10%	-4%	-2%
15	35%[activator]	19%	1%	/
16	3%	18%	0%	0%
17	?	-4%	1%	7%
18	?	-15%	3%	15%
19	?	?	-21%	/
20	3%	12%	10%	3%
21	16%	11%	5%	-3%[9.22 µM]
22	10%	30%	9%	-16%
23	20%	3%	11%	-18%
24	-11%	18%	2%	/

Continued:
#	Molecule	GLP1R cytotox	TDP43 rescue	GLP-1R agonist	HT1080-NT tox	HT1080 IDH1KD tx
25	COC(=S)N/C(=N\S(=O)(=O)c1ccc(Cl)cc1)c1ccccc1	-5%	8%	2%	13%	28%
26	O=S(=O)(NCCC1=CCCCC1)c1ccc(F)cc1	1%	0%	15%	-20%	-3%
27	CC(=O)N1CCN(C(=S)c2ccc([N+](=O)[O-])cc2)CC1	-21%	8%	-6%	1%	0%
28	CC1=C(C(=O)Nc2cccnc2)C(c2ccc(C)cc2)n2nc(SCc3ccccc3F)nc2N1 (centres undefined)	-1%	5%	1%	/	/
29	NS(=O)(=O)c1cc(C(=O)OCC(=O)N2CCc3ccccc3C2)ccc1Cl	-4%	-1%	-4%	-1%	-6%
30	CCCC(=O)N1CCN(c2ccc(NC(=O)c3ccccc3)cc2)CC1	-11%	22%	8%	-11%	-8%
31	CCN1C(=O)c2cccc3c(S(=O)(=O)N4CCCC4C(=O)O)ccc1c23 (centres undefined)	83%[activator]	12%	0%	?	17%
32	COc1ccc(NC(=O)CN(C)C(=O)c2cc(-c3ccc(OC)cc3)nc3ccccc23)cc1	-18%	-19%	11%	-21%	-11%
33	c1ccc(CN2CCN(C3=Nc4cccc5cccc3c45)CC2)cc1	?	17%	0%	-5%	-18%
34	CC(C)(C)OC(=O)N1CCC(Cc2cc(-c3ccc(Cl)cc3)no2)(C(=O)O)CC1	10%	9%	-2%	10%	5%
35	Cc1ccccc1Cn1c2ccccc2c2cnn(CC(=O)NC3CCCCCC3)c(=O)c21	3%	14%	/	/	/
36	S=C(NCCc1ccccc1)NCC(c1ccco1)N1CCCCC1 (centres undefined)	-24%	-12%[0.397 µM]	23%	4%	-18%

#	GLP1R inv ag	KB-V1 MDR tox	KB-3-1 tox	SW480 rerep
25	-21%	19%	3%	-5%
26	?	5%	-7%	28%
27	6%	0%	2%	2%[9.22 µM]
28	-5%	0%	1%	/
29	-13%	0%	0%	-6%
30	-12%	?	-4%	?
31	27%	1%	-11%	18µM*
32	?	?	-6%	-103%[inhibitor]
33	?	0%	-7%	7%
34	-30%	10%	8%	-12%
35	33%[activator]	-2%	10%	/
36	7.1µM*	-2%	-14%	-1%

Some of these compounds in order of length of the SMILES, ascending:
#	Molecule	GLP1R cytotox	TDP43 rescue	GLP-1R agonist	HT1080-NT tox	HT1080 IDH1KD tx
29	NS(=O)(=O)c1cc(C(=O)OCC(=O)N2CCc3ccccc3C2)ccc1Cl	-4%	-1%	-4%	-1%	-6%
35	Cc1ccccc1Cn1c2ccccc2c2cnn(CC(=O)NC3CCCCCC3)c(=O)c21	3%	14%	/	/	/
28	CC1=C(C(=O)Nc2cccnc2)C(c2ccc(C)cc2)n2nc(SCc3ccccc3F)nc2N1 (centres undefined)	-1%	5%	1%	/	/

#	GLP1R inv ag	KB-V1 MDR tox	KB-3-1 tox	SW480 rerep
29	-13%	0%	0%	-6%
35	33%[activator]	-2%	10%	/
28	-5%	0%	1%	/

Down the list, quoted from above.
HT1080 IDH1KD tx for nos. 25–36 → 28%, -3%, 0%, /, -6%, -8%, 17%, -11%, -18%, 5%, /, -18%

Further results.
#	Molecule	GLP1R cytotox	TDP43 rescue	GLP-1R agonist	HT1080-NT tox	HT1080 IDH1KD tx
37	COCCCNc1ncnc2c1sc1nc(-c3ccco3)c3c(c12)CC(C)(C)OC3	-22%	0%	26%	?	?
38	CC(=O)N1C(=O)CC(C)N(C(C)=O)c2ccc([N+](=O)[O-])cc21 (centres undefined)	-5%	3%	-2%	-1%	-1%
39	CCN(CC)S(=O)(=O)c1cccc(-c2nnc(SCC(=O)NC)n2CCc2ccccc2)c1	-2%	10%	1%	8%	4%
40	COC(=O)CCCNC(=O)c1ccc2oc(CCCc3ccccc3)nc2c1	2%	24%	0%	0%	-6%
41	COc1ccc(-c2c[n+]3c(n2-c2ccccc2)CCCCC3)cc1	22%	0%	-4%	?	?
42	COC(=O)c1cc2sccc2n1CC(=O)Nc1cccc(SC)c1	12%	-17%	3%	?	-23%[9.24 µM]

#	GLP1R inv ag	KB-V1 MDR tox	KB-3-1 tox	SW480 rerep
37	89%[activator]	?	-4%	-9%
38	5%	1%	-5%	-4%
39	1%	17%	-10%	17%
40	6%	?	9%	-3%
41	?	12%	9.2µM*	-6%
42	0%	-4%	-4%	?

GLP1R inv ag: entries above that show a hit
cpd | Structure | GLP-1R agonist | GLP1R inv ag | SW480 rerep
36 | S=C(NCCc1ccccc1)NCC(c1ccco1)N1CCCCC1 (centres undefined) | 23% | 7.1µM* | -1%
